# Screening data: PubChem, several laboratories
# Salmonella PhoP GFP – inhibitors of PhoP regulon expression, primary screen, Salmonella Typhimurium, GFP reporter (AID 1863); S. Typhimurium PhoP-regulated promoter GFP reporter, 4 h; higher % means a stronger effect; inhibition, % at 50 µM; hits with a dose series show IC50 in µM; 300,000 compounds, 0.16% hits;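 active = inhibition over 29.93%, a cutoff 3 SD above the screen mean, later confirmed by dose response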;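 also: 0% = low Mg2+ inducing control and 100% = high Mg2+ repressing control; strong numbers were not always called active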
# bCat nuc transl – modulators of beta-catenin nuclear translocation, primary screen, imaging, HeLa cells, immunofluorescence, high-content; nuclear translocation activity, % at 5 µM; 190,000 compounds, 0.3% hits;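 active = nuclear translocation activity above 50% at 5 µM, with a well cell count of 50 or more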;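 also: per-cell ratio of nuclear to cytoplasmic median beta-catenin stain intensity; plate controls were DMSO negative control for no effect and GSK-3 inhibitor IX positive control for full effect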
#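 Assay system: human HeLa cells, native beta-catenin; doses: 5 µM primary, 0.02–20 µM confirmation; incubation: compound treatment 24 h, 37°C, 5% CO2; technique: fluorescence imaging of beta-catenin antibody stain plus DAPI; measure: % activation, nuclear-to-cytoplasmic median beta-catenin signal ratio per cell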
# Autophagy mod – autophagy modulators in MEF cells, primary screen, imaging, high-content, MEF GFP-LC3. MEF GFP-LC3 puncta imaging; test concentration mostly 10 µM. calls only at 10 µM (by protocol). 190,000 compounds, 0.98% hits. AID 463193, 2010;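 active = percentage of spot-positive cells more than 3 SD above its plate mean, without a fluorescence outlier flag or 80% toxicity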;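 also: spot-positive cell cutoff set from DMSO-treated cells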
# T cell modulator – modulators of CD8 T cell-vesicle binding, primary screen, mouse 2C CD8+ T cells, flow cytometry; calls only at 7 µM; 2C CD8+ T cell-vesicle binding; active compounds read low; AID 2052, 2009; 330,000 compounds, 0.068% hits;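 active = response, share of CD8 T cells binding vesicles, and their 90th percentile fluorescence all below set limits, cut at about 80% in these data, passing the limit was not always enough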
#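 Assay system – 2C mouse CD8+ T cells · Also added – QL9-loaded Drosophila micro-vesicles · Timing – Cell–vesicle co-incubation 1.5 h at 37 °C, staining 20 min on ice · Signal – flow cytometry of vesicle-bound cells · Measure – percent CD8+ FL2 mean versus row control · Controls – Peptide-free naked vesicles (low) and QL9 vesicles with 0.7% DMSO vehicle (high)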
# Hep lipid drop – inhibitors of hepatocyte lipid droplet formation, primary screen, imaging, high-throughput imaging, BODIPY stain; AML12 mouse hepatocytes, oleate lipid droplets; inhibition, % at 6.5 µM; 240,000 compounds, 0.4% hits; AID 1656, 2009;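 active = lipid droplet intensity inhibited by at least 50%, with more than 500 cells counted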
#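 Assay system: AML12 hepatocytes (mouse); Probe or stimulus: oleic acid at 100 µM to induce lipid droplet formation; Dosing: compound at 6.5 µM only; Schedule: compound with oleate, overnight; Detection: fluorescence imaging, 20x objective, two fields per well; Measure: % inhibition of lipid droplet signal.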
# Insulin prom up – insulin promoter activators in MIN6 cells, imaging, high-content screening, mouse beta cells; 190,000 compounds, 0.3% hits; MIN6 insulin promoter-GFP reporter; active compounds read high; AID 1625, 2009; z-score at 5 µM;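 active = z-score above 3 at 5 µM with at least 500 cells counted in the well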
# Dynein transport – inhibitors of GR-EGFP nuclear translocation, primary screen, dynein cargo transport inhibitor project, imaging, high-content, 3617.4 mouse cells. test concentration mostly 20 µM; stimulated with dexamethasone, 1 µM; active compounds read low. z-score, hits read low. 220,000 compounds, 0.47% hits. AID 1381, 2008;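 active = plate z-score of nuclear minus cytoplasmic receptor signal below a set negative limit, without overly bright fluorescence or cell loss, cut at about -3.5 in these data, passing the limit was not always enough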;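 also: z-score of nuclear minus cytoplasmic ring GR-EGFP intensity difference per well; some compounds called inactive have numbers as strong as hits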
#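 medium = tetracycline-free induction medium containing charcoal-stripped FBS | probe or stimulus = dexamethasone, 1.0 µM final | timing = 48 h induction, then 1 h compound, then 30 min agonist, 37 °C | detection = automated 10x imaging of fixed Hoechst-stained cells | read-out basis = nuclear versus cytoplasmic GR-EGFP signal, averaged per well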
# CSM14.1 death rescue – rescue of cells from ER stress-induced death, primary screen, 384-well, CSM14.1, thapsigargin, ATP luminescence (AID 1222); CSM14.1 thapsigargin-induced death rescue, ATP luminescence; higher % means a stronger effect; one-dose cellular ATP content (survival), % at 20 µM; EC50 in µM for titrated hits; 190,000 tested, under 10 active;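 active = EC50 below 50 µM in the dose-response confirmation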;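 also: death triggered by thapsigargin at about 15 µM added after 2 h compound pretreatment; cell ATP read after overnight thapsigargin exposure of roughly 18 to 22 hours; normalized against plate controls of thapsigargin alone and 5% DMSO vehicle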
# MT stabilizer – microtubule stabilizers in HeLa cells, primary screen, imaging, high-content imaging; HeLa tubulin immunostaining HCS, 24 h; share of cells brighter than vehicle mean+2SD; % tubulin-high responders, % at 10 µM; 200,000 compounds, 0.83% hits; AID 2205, 2009;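 active = plate Z-score above 3 for both tubulin-high and condensed-nucleus cell shares, with cell loss under 80%, at 10 µM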;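 also: anti alpha tubulin signal scored within the nucleus-defined area of each cell; some results filed as inactive read as strong as hits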
# Dynein transport cytoplasmic EGFP – also measured in Dynein transport; calls as there; z-score; measured here: cytoplasmic GR-EGFP intensity; active compounds read high
# Dynein transport nuclear GR-EGFP – further read-out of Dynein transport, marked with its call; z-score; measured here: nuclear GR-EGFP intensity;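 lower value marks the stronger effect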
# Dynein transport cell count – further read-out of Dynein transport, marked with its call; z-score; measured here: cell count per field
# Insulin prom up cell count – recorded beside Insulin prom up, whose call it bears; cell count; measured here: cytotoxicity, nuclei count;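 total cells summed across four imaged fields per well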
# Hep lipid drop cells 6.5 µM – recorded beside Hep lipid drop, whose call it bears; cell count; measured here: cell count, cytotoxicity flag;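 cells counted across two imaged fields per well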
# bCat nuc transl cell count 5 µM – also measured in bCat nuc transl; calls as there; cell count; measured here: cell count, cytotoxicity flag
# T cell modulator vesicle-bound % – second read-out of T cell modulator, no call of its own (marks repeat the call); double positive events, %; measured here: CD8+ vesicle-bound cell fraction;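 binding gate set so that unloaded-vesicle control wells show 10% double positive cells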
# MT stabilizer Hoechst-high % – also measured in MT stabilizer; calls as there; % Hoechst-high responders; measured here: nuclear condensation Hoechst responders;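 share of cells brighter than vehicle mean plus two SD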
# MT stabilizer cytotoxicity % – recorded beside MT stabilizer, whose call it bears; toxicity, %; measured here: cytotoxicity by cell density;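 0% = mean cell density of plate MIN control wells and 100% = no cells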
# Autophagy mod cell loss 18 h – further read-out of Autophagy mod, marked with its call; toxicity, %; measured here: cell loss, nuclei count;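 cell loss after 18 h compound exposure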
# Numbers without * were called inactive; i = inactive; . = not tested or not shown; + = active, no number.
canonical_smiles	Salmonella PhoP GFP	bCat nuc transl	bCat nuc transl cell count 5 µM	Autophagy mod	Autophagy mod cell loss 18 h	T cell modulator	T cell modulator vesicle-bound %	Hep lipid drop	Hep lipid drop cells 6.5 µM	Insulin prom up	Insulin prom up cell count	Dynein transport	Dynein transport cytoplasmic EGFP	Dynein transport nuclear GR-EGFP	Dynein transport cell count	CSM14.1 death rescue	MT stabilizer	MT stabilizer Hoechst-high %	MT stabilizer cytotoxicity %
CN(CCCNC(=O)C1CCCN(S(=O)(=O)c2cnc[nH]2)C1)c1ccccc1 (stereo unspecified)	-3.4%	.	.	i	-42.0	i	45.2	.	.	0.17	746	0.261	-0.175	0.247	-0.148	0.6%	2.2	2.6	10.3
Cn1c2ccccc2c2c(C(=O)N3CCN(c4ccccc4)CC3)cn(C3CCCC3)c(=O)c21	4.8%	.	.	i	-0.2	i	45.6	-7.6	768	0.81	823	1.54	-0.226	1.15	-0.573	16.5%	3.5	1.3	12.1
Cn1c(SCC(=O)c2cc3ccccc3o2)nnc1-c1ccccc1	-8.2%	-3.1	1140	.	.	i	54.9	-16.1	665	1.46	1837	-1.23	-0.126	-0.513	0.00768	.	4.8	1.4	5.1
COc1ccc(N2CCN(C(=O)Cn3nnc(-c4ccc(OC)c(OC)c4)n3)CC2)cc1	2.5%	-2.3	1169	i	2.4	i	12.3	.	.	-1.38	1040	-0.428	-0.151	0.145	-0.45	-1.5%	3.5	3.0	11.1
O=[N+]([O-])c1cccc(-c2nnc(-c3ccc4c(c3)OCO4)o2)c1	4.1%	0.4	875	i	7.1	i	25.0	-9.1	707	0.02	1390	-0.705	-0.253	-0.481	0.848	-7.2%	2.4	2.9	4.5
CCC(=O)c1ccc(OCC(=O)NCCc2ccccn2)cc1	8.2%	-1.3	1090	i	-16.8	i	34.3	2.3	699	-0.34	1432	1.4	-0.174	0.726	-0.234	-18.5%	3.7	1.3	2.4
O=C(NNC1=NCCCCC1)c1cccc([N+](=O)[O-])c1	2.0%	-0.2	1074	i	-2.0	i	58.0	3.5	628	-0.38	1325	0.98	-0.31	0.742	-0.257	-0.4%	5.8	1.6	3.7
C=CCn1c(=S)[nH]c2nc3c(cc2c1=O)CCCC3	-0.6%	.	.	i	2.2	i	40.1	-20.4	754	0.47	1259	-0.157	-0.174	0.24	1.31	-3.3%	3.0	0.9	3.1
COc1ccc(CCNC(=O)CCNC(=O)c2ccc(Cl)cc2)cc1OC	1.7%	0.5	1146	i	1.3	i	46.4	1.1	627	-0.65	1635	0.237	-0.258	-0.00745	0.338	-2.2%	5.2	2.3	6.5
CCO[C@@H]1OC(C(=O)O)=C[C@H](C2CCCCC2)[C@H]1CCCO	-9.1%	1.9	1016	i	8.8	i	19.8	-1.7	617	0.58	1500	0.389	-0.252	0.648	-0.656	0.3%	2.4	1.6	4.6
COc1ccc(C(=O)NCCN2C(=O)S/C(=C\c3cccnc3)C2=O)cc1[N+](=O)[O-]	-13.1%	2.5	1227	.	.	i	33.1	-3.4	761	-1.38	1326	-0.537	-0.276	-0.496	0.219	.	.	.	.
Cc1ccc(S(=O)(=O)Nc2ccccc2-c2ccccc2)cc1	3.1%	61.7*	687*	+	42.9*	i	12.6	.	.	-0.01	1043	-0.255	-0.229	-0.287	0.334	-2.9%	36.1*	26.2*	66.5*
COc1cc(CCCN2C(=O)C(=O)NC[C@@H]2C(C)O)cc(OC)c1OC (stereo partly specified)	-4.2%	1.9	1370	.	.	i	23.8	10.1	763	-0.05	974	0.188	-0.81	0.111	-0.224	.	.	.	.
CC(=O)Nc1ccc(S(=O)(=O)N2CCCCC2C(=O)O)cc1 (stereo unspecified)	4.8%	0.6	1512	i	3.7	i	15.2	12.1	707	-0.61	1440	0.17	-0.27	0.377	0.446	1.0%	3.4	3.0	6.2
COc1ccc(CNS(=O)(=O)c2cccc(S(=O)(=O)N3CCOCC3)c2)cc1	5.5%	-12.1	1222	i	-3.3	i	34.0	2.7	767	.	.	0.764	0.133	0.829	-0.98	4.4%	1.9	1.0	1.3
COc1cccc(C(=O)NCc2ccc(N3CCN(C(=O)OC(C)(C)C)CC3)cc2)c1	-7.4%	0.8	1339	i	6.5	i	54.6	.	.	-0.27	1625	-0.369	-0.0783	0.0105	0.3	3.1%	1.6	1.8	10.2
COC(C(=O)NC1CCCCCCC1)c1ccccc1 (stereo unspecified)	1.4%	-2.4	1083	i	3.1	i	58.6	7.6	600	0.41	1274	-0.225	-0.288	-0.499	0.1	-3.9%	6.9	2.0	9.6
COC(=O)[C@@]1(Cc2ccc(F)cc2)[C@H]2c3cc(C(=O)N4CCCC4)n(Cc4ccc(C(F)(F)F)nc4)c3C[C@H]2CN1C(=O)c1ccccc1	2.2%	-4.3	532	i	-7.6	i	37.0	17.6	686	-0.78	1076	-0.629	-0.135	0.00932	1	2.7%	4.9	3.6	8.4
O=C(CN1CCCCCC1)Nc1ccc(Br)cc1	-2.7%	.	.	i	-5.7	i	9.6	1.8	780	.	.	-0.922	1.08	-0.153	1.02	-0.8%	1.6	1.5	10.4
COc1ccc(Nc2cc(C(=O)NCc3ccccn3)c3ccccc3n2)c(OC)c1	2.4%	-1.6	1053	i	19.3	i	46.3	-22.6	675	-0.41	1225	-0.358	-0.179	-0.171	0.605	.	1.2	2.5	4.4
CC(C)(C)c1csc(NC(=O)Nc2ccccc2)n1	11.9%	-0.2	1108	i	-4.4	i	53.0	4.1	674	-0.51	1229	-0.443	-0.245	-0.231	0.838	0.9%	3.3	1.7	9.9
Cc1ccc(C2N(c3ccccc3)C(=O)N3CCCN23)cc1 (stereo unspecified)	-7.3%	-3.5	1109	i	-16.6	i	31.0	9.2	674	0.72	1608	-0.0607	-0.227	0.173	-0.185	-0.8%	3.0	2.1	6.8
Cc1cc2oc(=O)cc(CN3CCc4ccccc43)c2cc1Cl	5.4%	-5.3	1013	i	17.3	i	35.0	.	.	0.42	1339	-0.321	-0.276	0.0233	0.479	1.4%	3.3	1.8	5.6
CN(C)c1ccc(CNc2ccc3c(c2)ncn3C)cc1	0.2%	-6.1	1218	i	10.1	i	5.9	1.0	643	.	.	1.48	-0.289	1.34	-1.17	-2.7%	1.4	1.5	6.9
CCN1C(=O)C(O)(CC(=O)c2cc(C)ccc2C)c2ccccc21 (stereo unspecified)	0.2%	-4.7	1065	i	6.1	i	28.6	2.9	728	0.74	797	1.43	-0.349	0.878	-0.204	-2.1%	5.6	1.8	4.7
COCCCNS(=O)(=O)c1ccc(Oc2ncc(C(F)(F)F)cc2Cl)cc1	-9.0%	-1.4	1034	i	16.5	i	16.9	-5.1	697	1.07	1652	-0.532	-0.179	-0.536	0.135	-2.1%	1.9	1.5	6.4
Cc1ccc2c(c1)-c1c(cnn1CC(=O)N1CCCN(Cc3ccccc3F)C1)CO2	-2.0%	5.6	966	i	10.2	i	19.2	3.9	686	.	.	0.664	0.212	0.553	-0.746	.	3.2	1.8	11.8
O=C(O)c1cccnc1SCC(=O)C12CC3CC(CC(C3)C1)C2	-16.0%	0.3	1286	.	.	i	11.3	1.6	678	0.41	1172	0.0921	-0.233	0.137	-0.293	.	.	.	.
CC1(C)OC(=O)C(=CNC(CCC(N)=O)C(=O)O)C(=O)O1 (stereo unspecified)	2.9%	.	.	i	-2.7	i	34.0	17.2	739	0.6	1417	-0.0948	-0.244	-0.184	0.521	-0.9%	3.6	1.6	4.8
COc1ccc2c3c([nH]c2c1)C1CC2C(CC(O)C(OC)C2C(=O)O)CN1CC3 (stereo unspecified)	-16.1%	0.1	1402	.	.	i	29.5	-12.6	662	0.61	990	-0.412	-0.238	0.287	-0.0864	.	.	.	.
O=[n+]1c2c(n([O-])c3cc(F)ccc31)CCCC2	-2.0%	-3.9	958	i	12.3	i	7.0	.	.	0.14	1510	0.146	-0.206	0.564	-0.406	-0.5%	2.7	1.3	0.7

# This is a random part of the collection; any-hit rate near 3%.
